# BH1578 lux ind: inducers of Vibrio cholerae quorum light production without autoinducers, primary screen, BH1578 luxS cqsA deficient, single point | V. cholerae BH1578 lux reporter, luminescence, 6 h | AID 588436, 2011 | 0.16% of 350,000 active | activation, % at 18.7 µM; in the data active means activation mostly above about 9.7%, no sharp cut-off; inconclusive means no clear call, values can overlap the other calls; inactive means mostly below about 3.7%; further: not every result past the cut was called active; inactives centre near 0; reference of the scale not given here
# 3CLpro inhibitor: SARS-CoV 3CLpro protease inhibitors, primary screen, biochemical, quenched FRET | 0.14% of 290,000 active | Replicase polyprotein 1ab (Severe acute respiratory syndrome coronavirus), P0C6X7 | inhibition, % at 6 µM | recombinant SARS-CoV 3CLpro, quenched FRET peptide cleavage; in the data active means inhibition above about 12%
# DUSP3 inh: VHR1 phosphatase inhibitors, primary screen, biochemical, absorbance, uHTS | Dual specificity protein phosphatase 3 (Homo sapiens), P51452 | recombinant VHR phosphatase, pNPP absorbance | inhibition, % at 13.3 µM | 0.52% of 290,000 active | AID 1654, 2009; in the data active means inhibition above about 50%; further: some compounds called inactive have numbers as strong as hits
# Target sequence (P51452 whole entry, looked up): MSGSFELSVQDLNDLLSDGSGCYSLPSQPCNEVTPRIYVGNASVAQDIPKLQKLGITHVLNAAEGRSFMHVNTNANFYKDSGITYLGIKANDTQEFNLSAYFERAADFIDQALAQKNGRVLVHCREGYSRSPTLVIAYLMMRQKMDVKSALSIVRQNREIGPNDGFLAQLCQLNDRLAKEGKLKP
# PfHsp40 rescue: rescue of yeast from PfHsp40 toxicity, primary screen, S. cerevisiae, ATP luminescence | S. cerevisiae expressing PfHsp40, growth rescue | 0.68% of 340,000 active | growth rescue, % at 12.5 µM | AID 504582, 2011; in the data active means growth rescue above about 28%, passing the limit was not always enough; inconclusive means no clear call, values can overlap the other calls;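 further: yeast W303a lacking pdr1 and pdr3 grown in galactose medium; growth measured after three days at 30 °C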
# TcdB GH inh: TcdB glycohydrolase inhibitors, primary screen, biochemical, single point, plate reader; Toxin B (Clostridioides difficile), P18177; TcdB glycohydrolase enzymatic assay; inhibition, % at 9.99 µM; 0.24% of 350,000 active; in the data active means inhibition above about 10%
# Y pestis TopoI: Yersinia pestis topoisomerase I inhibitors, primary screen, biochemical, cleavage product accumulation, plate reader, single point; DNA topoisomerase I (Yersinia pestis CO92); Y. pestis Topo-I cleavage product accumulation; activity, % at 10 µM; 0.064% of 360,000 active; in the data active means activity above about 50%, passing the limit was not always enough; inconclusive means no clear call, values can overlap the other calls; further: inactives centre near 2
# BoNT A protease: BoNT/A light chain protease inhibitors, primary screen, biochemical, flow cytometry, MLPCN library | inhibition, % at 10 µM | multiplex microsphere protease substrate cleavage | 0.17% of 360,000 active; further: plate controls were buffer without enzyme for full effect and enzyme alone for no effect
# PriA SSB inh: inhibitors of Klebsiella pneumoniae PriA binding to SSB C-terminal tail, primary screen, biochemical, AlphaScreen; inhibition, % at 33 µM; 0.6% of 430,000 active; PriA–SSB C-terminal tail interaction (Klebsiella pneumoniae); AlphaScreen SSBct-PriA binding, biotinylated peptide; in the data active means inhibition mostly above about 37%, no sharp cut-off; inactive means mostly below about 20%;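 further: plate controls were negative control peptide for no effect and reference peptide for full effect; strong numbers were not always called active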
# Anthrax LF prot: Bacillus anthracis LF protease inhibitors, primary screen, biochemical, multiplex microsphere, MLPCN library; Lethal factor (Bacillus anthracis), P15917; multiplex microsphere protease cleavage assay; inhibition, % at 10 µM; 0.12% of 360,000 active; AID 588501, 2011; further: plate controls were buffer without enzyme for full effect and enzyme alone for no effect
# Target sequence (P15917 whole entry, looked up): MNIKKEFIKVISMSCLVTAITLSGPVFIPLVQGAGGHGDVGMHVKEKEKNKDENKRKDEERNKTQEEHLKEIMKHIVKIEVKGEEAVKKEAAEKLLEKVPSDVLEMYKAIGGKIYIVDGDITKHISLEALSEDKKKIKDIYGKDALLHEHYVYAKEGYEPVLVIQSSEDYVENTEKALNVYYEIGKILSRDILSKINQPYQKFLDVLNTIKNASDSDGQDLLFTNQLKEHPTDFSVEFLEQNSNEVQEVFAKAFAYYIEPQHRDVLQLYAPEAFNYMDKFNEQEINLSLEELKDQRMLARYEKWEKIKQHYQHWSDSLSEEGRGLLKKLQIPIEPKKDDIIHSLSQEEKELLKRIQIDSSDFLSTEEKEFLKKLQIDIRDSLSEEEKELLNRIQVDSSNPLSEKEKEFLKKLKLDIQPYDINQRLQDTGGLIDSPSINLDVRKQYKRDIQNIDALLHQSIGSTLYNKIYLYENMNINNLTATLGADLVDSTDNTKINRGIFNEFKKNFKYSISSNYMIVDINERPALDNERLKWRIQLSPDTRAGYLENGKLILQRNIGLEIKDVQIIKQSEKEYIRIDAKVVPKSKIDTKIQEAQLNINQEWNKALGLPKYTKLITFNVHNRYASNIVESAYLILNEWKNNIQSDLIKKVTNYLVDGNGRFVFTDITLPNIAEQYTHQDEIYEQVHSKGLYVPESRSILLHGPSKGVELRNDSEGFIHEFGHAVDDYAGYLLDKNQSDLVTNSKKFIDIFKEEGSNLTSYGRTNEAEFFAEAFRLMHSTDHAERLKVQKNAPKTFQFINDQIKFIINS
# CCHFV vOTU inh: CCHFV vOTU protease inhibitors, primary screen, biochemical, Pep-AMC substrate, fluorescence; inhibition, % at 11.5 µM; 0.55% of 370,000 active; Crimean-Congo hemorrhagic fever virus L polyprotein viral ovarian tumor (vOTU) protease …; in the data active means inhibition above about 30%; further: 0% = vehicle wells with enzyme and 100% = no enzyme wells
# The depositor's hits bear a star; i = inactive; ? = inconclusive; nt = not tested or not shown; & = joins results of further samples. Unless noted, no stated cut-off is given here; in the data, active means inhibition above about 30%; inconclusive means no clear call, values can overlap the other calls; inactive means below that. The list is partial; the hit share may differ from the screen's.
structure	BH1578 lux ind	3CLpro inhibitor	DUSP3 inh	PfHsp40 rescue	TcdB GH inh	Y pestis TopoI	BoNT A protease	PriA SSB inh	Anthrax LF prot	CCHFV vOTU inh
Cc1ccc(NC(=S)N2CCC(NC(=O)C3CCCCC3)CC2)cc1C	-0.4	-1	12	-1.8	-7.3	-10	1.7	2	-1	-12
O=C(C1CCCN1S(=O)(=O)c1ccc(Cl)c(Cl)c1)N1CCOCC1 (stereo not drawn)	-2.9	-4	18	-0.6	nt	1	0.3	-7	-2	8
CC(=O)Nc1ccc(S(=O)(=O)N(CCCN2CCOCC2)Cc2cccs2)cc1	-0.1	3	6	-1.2	1.8	7	0.0	-7	1	-3
Cc1ccc2oc(C(=O)N3CCN(CCO)CC3)c(C)c2c1	-0.3	0	36	-0.3	1.7	1	-0.1	8	7	7
N[C@@]1(C(=O)O)CC[C@@H](C(=O)O)C1	i	nt	nt	-1.5	0.0	-6	0.4	-6	3	-1
Cc1ccc(/C(N)=N/OC(=O)COc2ccc(Cl)c(C)c2)cc1	-0.3	0	21	-0.4	1.3	-1	-0.9	nt	-1	-14
O=S1(=O)[C@H]2C[C@@H]3C=C[C@@]2(CN1Cc1ccc(F)cc1)O3	-0.4	-4	20	-1.1	0.4	5	0.4	0	6	7
CCNC(=O)C1(C)CCCN(Cc2cccc(Oc3ccccc3)c2)C1 (stereo not drawn)	i	nt	nt	nt	nt	26	-1.6	nt	0	nt

# A run of entries from the list above, for reference:
structure	BH1578 lux ind	3CLpro inhibitor	DUSP3 inh	PfHsp40 rescue	TcdB GH inh	Y pestis TopoI	BoNT A protease	PriA SSB inh	Anthrax LF prot	CCHFV vOTU inh
Cc1ccc(NC(=S)N2CCC(NC(=O)C3CCCCC3)CC2)cc1C	-0.4	-1	12	-1.8	-7.3	-10	1.7	2	-1	-12
O=C(C1CCCN1S(=O)(=O)c1ccc(Cl)c(Cl)c1)N1CCOCC1 (stereo not drawn)	-2.9	-4	18	-0.6	nt	1	0.3	-7	-2	8
CC(=O)Nc1ccc(S(=O)(=O)N(CCCN2CCOCC2)Cc2cccs2)cc1	-0.1	3	6	-1.2	1.8	7	0.0	-7	1	-3
Cc1ccc2oc(C(=O)N3CCN(CCO)CC3)c(C)c2c1	-0.3	0	36	-0.3	1.7	1	-0.1	8	7	7
N[C@@]1(C(=O)O)CC[C@@H](C(=O)O)C1	i	nt	nt	-1.5	0.0	-6	0.4	-6	3	-1
Cc1ccc(/C(N)=N/OC(=O)COc2ccc(Cl)c(C)c2)cc1	-0.3	0	21	-0.4	1.3	-1	-0.9	nt	-1	-14
O=S1(=O)[C@H]2C[C@@H]3C=C[C@@]2(CN1Cc1ccc(F)cc1)O3	-0.4	-4	20	-1.1	0.4	5	0.4	0	6	7
CCNC(=O)C1(C)CCCN(Cc2cccc(Oc3ccccc3)c2)C1 (stereo not drawn)	i	nt	nt	nt	nt	26	-1.6	nt	0	nt

# Next records follow:
structure	BH1578 lux ind	3CLpro inhibitor	DUSP3 inh	PfHsp40 rescue	TcdB GH inh	Y pestis TopoI	BoNT A protease	PriA SSB inh	Anthrax LF prot	CCHFV vOTU inh
CC(NC(=O)Cc1ccsc1)c1ccc(F)cc1 (stereo not drawn)	-0.3	1	7	-1.3	0.5	2	-3.0	-4	2	-1
CCc1ccc(Nc2cc(C)nc3ncnn23)cc1	-0.8	2	-2	0.2	0.2	7	nt	-12	nt	9
CC1CNC(=S)N(c2ccccc2)C1=O (stereo not drawn)	i	nt	nt	-0.1	1.3	3	0.1	-4	-4	9
COc1ccc(C2C3C(=O)N(Cc4ccccc4)C(=O)C3ON2c2ccccc2)c(OC)c1OC (stereo not drawn)	-0.4	5	1	-0.1	nt	25	0.3	-2	-3	7
Cc1cnc(CN(C)C(=O)CC2C(=O)NCCN2Cc2cccc(F)c2F)[nH]1 (stereo not drawn)	-0.7	0	22	0.1	0.4	8	-1.0	-4	-2	-4
CN(C)C(=S)Nc1ccc(Cc2ccncc2)cc1	-0.4	-8	9	-0.2	1.8	8	nt	5	nt	1
COc1cccc(CNC(=O)COC(=O)CCCNC(=O)c2ccc(Cl)cc2)c1	-12	nt	nt	0.2	2.0	11	-2.1	2	-2	-2
CC1(c2nnc(Cc3ccccc3)o2)CC(c2ccccc2[N+](=O)[O-])=NO1 (stereo not drawn)	-5.2	nt	nt	-0.3	nt	-1	-0.4	2	-1	nt
Cc1ccc(-c2noc(CCC(=O)NCCN3CCc4ccccc4C3)n2)cc1	-1.0	2	14	-0.8	nt	7	0.4	-2	-5	8
CCN1C(=O)C(CC(=O)Nc2ccc(F)cc2)N(Cc2cccs2)C1=S (stereo not drawn)	-0.2	0	12	0.6	1.8	1	0.7	-20	0	12
Cc1cccc(NC(=O)c2cc(S(=O)(=O)N(C)c3ccc(F)cc3)ccc2Cl)n1	i	nt	nt	-1.2	-3.1	4	0.7	-18	-2	5
CCn1cc(C(=O)NCC(OC)OC)c(=O)c2cc(S(=O)(=O)N3CCC(C)CC3)ccc21	-0.2	5	-22	-0.5	-1.3	23	0.5	-13	-2	-2
O=C(O)COc1ccccc1/C=N/NC(=O)C(O)c1ccccc1 (stereo not drawn)	-0.3	3	22	-1.0	-0.4	4	-2.1	nt	17	-13
CN(C)CCCN(C(=O)CCc1ccccc1)c1nc2c(F)cccc2s1	-1.0	1	6	-0.8	nt	-6	0.2	4	-5	-7
Cc1ccc2[nH]cc(S(=O)(=O)c3ccc(C)c(C)c3)c(=O)c2c1	-2.2	3	10	-0.2	1.4	6	0.9	-6	-7	8
CC(C)CN1CCN(Cc2cc(F)ccc2-n2cccn2)CC1CCO (stereo not drawn)	nt	3	18	-1.8	1.6	-5	0.1	-6	0	1
C=CCc1cccc2cc(C(=O)NCCOC)c(=O)oc12	i	-1	22	-1.1	3.2	1	0.7	-4	5	-7
Cn1c(=O)c2cc(S(=O)(=O)NCCC(=O)NCC3CCCO3)ccc2n(C)c1=O (stereo not drawn)	0.5	0	21	-0.6	nt	1	0.2	-12	1	5
COc1ccc(CNC(=O)CCOc2ccc(C(C)(C)C)cc2)cc1	i	7	6	-0.9	nt	14	0.0	-5	-11	11
CCCC1(C)SC(NC(C)=O)=NN1C(C)=O (stereo not drawn)	4.5	0	-1	-0.6	nt	6	-0.5	10	0	7
O=C(CSc1nc2ccccc2s1)Nc1ccc(N2CCOCC2)c(Cl)c1	-0.4	7	26	-0.7	nt	-2	-0.2	-16	-1	4
O=S(=O)(c1ccc(Br)s1)N1CCNCC1	-0.3	1	13	0.1	1.8	-1	0.0	7	-6	-3
O=C(OCC(=O)N1CCc2ccccc2C1)c1cc(=O)[nH]c2ccccc12	-0.1	2	15	-0.4	1.0	29	0.0	2	-7	-13
COc1ccc2oc(=O)c(C(=O)NCc3cccnc3)cc2c1	nt	1	-14	-0.7	nt	-3	-0.7	-3	-9	-71
CC(C)Cn1c(N)c(C(=O)COC(=O)c2ccc(O)cc2)c(=O)n(C)c1=O	-0.3	-2	16	-0.9	1.3	-3	-1.8	-16	1	-2
COc1ccc(NC(=O)COc2nsnc2N2CCOCC2)c(OC)c1	-0.4	0	-12	0.2	0.9	0	0.9	-7	-2	6
COC(=O)C1=C(C(=O)OC)[C@@H]2N(C)c3ccccc3[C@@]23C[C@@H](C(=O)OC)N(C(=O)C2CCC2)C3=N1	-0.4	nt	22	-0.1	0.6	11	-0.4	18	-3	2
CCN1CCN(C(c2cccs2)C(C)NC(=O)c2c(F)cccc2F)CC1 (stereo not drawn)	-0.4	2	28	1.5	nt	3	1.4	-25	1	8
CC(C)Oc1cc(F)ccc1-c1cc(C(=O)NCc2ccccn2)[nH]n1	i	nt	nt	nt	0.2	7	-0.3	nt	-4	-2
Cc1cc(C)nc(N/N=C/c2cccc3ccccc23)n1	-0.3	3	2	1.3	2.3	1	-0.3	nt	-1	0
COc1ccc2c(=O)c3c(=O)n(Cc4ccccc4)c(C(C)C)nc3oc2c1	-0.6	nt	nt	nt	1.1	10	-4.7	-9	?	-12
Cc1ccc2[nH]c(=O)c(CN(C)S(=O)(=O)c3cccc4nonc34)cc2c1	0.4	-3	-10	18	0.8	2	0.6	-10	1	1
O=C(CSc1nnc(-c2ccccc2)n1Cc1ccccc1)NC1CC1	-0.3	0	-5	0.0	nt	10	-0.4	-5	2	25
CC(=O)NCCc1nc2cc(NC(=O)c3ccc(F)cc3)ccc2n1C	i	4	2	-0.3	0.5	-2	-0.8	-2	10	24
COc1ccc2c(c1)CC/C(=C\Nc1ccc3c(c1)OCO3)C2=O	i	-2	-2	1.4	-4.5	4	-2.2	nt	-8	7
Cc1cnc(CN2CCc3c([nH]c4ccccc34)C2CC(C)C)[nH]1 (stereo not drawn)	-0.1	-2	4	0.7	0.2	-2	2.8	5	-1	3
C/C(=N\NC(=O)Cn1nc(C)cc1C)c1ccc([N+](=O)[O-])cc1	i	-4	12	0.0	-0.7	-11	-0.8	nt	-3	-3
COc1ccccc1CNC(=O)C(C)c1ccc([N+](=O)[O-])cc1 (stereo not drawn)	-0.3	0	-11	1.6	1.2	3	0.0	3	1	-6
COc1cc(C(=O)NC(=S)Nc2ccc(N3CCCC3)cc2)cc(OC)c1OC	i	-4	5	-0.8	nt	-5	0.8	11	-3	-5
Cc1ccc(C(=O)N[C@H](C(=O)OCc2cc(=O)n3c(n2)sc2ccccc23)C(C)C)cc1	i	-1	5	1.2	-0.2	3	-0.2	-7	-4	-2
CC(C)CC(=O)/C(=C\c1ccc(Cl)cc1Cl)n1cncn1	-0.3	5	-2	125*	nt	-2	0.3	-9	-1	nt
N#Cc1c2n(c3c(=O)n(CC(=O)c4ccc(Br)cc4)cnc13)CCCC2	i	0	26	0.3	nt	25	-0.5	-7	-4	2
CCn1c(SCc2cccnc2)nc2c1c(=O)n(C)c(=O)n2C	-0.4	-3	38	-0.5	nt	-6	-0.7	-11	-1	-16
COc1ccc(-n2nc(C(=O)NCC(=O)NCCC3=CCCCC3)c3ccccc3c2=O)cc1	-0.6	3	7	-0.8	0.7	23	-2.1	-13	-1	-5
O=C1COc2ccc(S(=O)(=O)CCC(=O)NC3CCCCC3)cc2N1	-0.4	3	8	1.1	1.0	3	0.3	-1	1	3
CN1C(=O)c2c(sc3c2CC(C)(C)SC3)N2CCN=C12	4.5	nt	10	-0.5	nt	5	0.4	-5	0	-6
O=C(CSc1nnc(-c2ccncc2)o1)Nc1ccccc1C(F)(F)F	-0.5	0	18	0.1	1.1	-11	-1.0	3&1	-6	-3
COc1cc2ccccc2cc1C(=O)NC(=S)Nc1cc(C(=O)O)ccc1C	-0.3	-2	18	0.4	-0.1	0	-0.1	-9	2	2

# Compound activity deposited in PubChem by several laboratories.
